Bioassay records from PubChem BioAssay.
CHT block: human CHT choline transport inhibition; B-score at 10 µM; CHT-expressing cells, membrane potential dye, choline response; hits give low values; Q9GZV3; 0.86% of 310,000 active;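 active = B-score over 3 SD under the library average, and starting fluorescence ratio not unusually high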;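 also: choline stimulus applied at its EC90 after an EC20 pre-addition; B-score computed on integrated fluorescence ratio after choline addition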
Target sequence (Q9GZV3 whole entry, looked up): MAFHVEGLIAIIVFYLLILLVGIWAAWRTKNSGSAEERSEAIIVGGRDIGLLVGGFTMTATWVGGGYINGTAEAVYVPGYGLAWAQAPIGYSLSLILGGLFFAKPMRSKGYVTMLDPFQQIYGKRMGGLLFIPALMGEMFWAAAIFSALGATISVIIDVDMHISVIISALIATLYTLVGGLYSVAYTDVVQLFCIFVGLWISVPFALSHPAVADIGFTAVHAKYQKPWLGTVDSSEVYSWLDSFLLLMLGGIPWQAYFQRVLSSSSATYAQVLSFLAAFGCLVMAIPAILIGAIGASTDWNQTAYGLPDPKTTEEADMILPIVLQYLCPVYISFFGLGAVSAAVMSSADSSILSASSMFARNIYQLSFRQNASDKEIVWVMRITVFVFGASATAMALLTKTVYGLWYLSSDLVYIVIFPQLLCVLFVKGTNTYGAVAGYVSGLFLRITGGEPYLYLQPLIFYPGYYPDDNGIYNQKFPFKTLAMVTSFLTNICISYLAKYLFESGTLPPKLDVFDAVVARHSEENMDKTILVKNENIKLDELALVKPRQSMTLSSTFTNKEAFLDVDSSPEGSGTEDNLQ
CHT allo act: allosterically activates the human high affinity choline transporter; CHT-expressing cells, membrane potential dye, choline EC20; hits give high values; LV-AA mutant CHT in HEK293 cells; Q9GZV3; B-score at 10 µM; AID 488977; 0.49% of 310,000 active;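 active = initial fluorescence not abnormally high and integrated response B-score, plate-corrected, over 3 SD above library mean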
Active calls of the source: *; i = inactive.

SMILES,CHT allo act,CHT block
Cc1c(NC(=S)NC(=O)CCc2ccccc2)c(=O)n(-c2ccccc2)n1C,i,i
CS(=O)(=O)N(CC(=O)NCCc1ccccc1)C1CCCCC1,i,i
COc1ccc(-c2noc(CN3CCN(c4ccccc4F)CC3)n2)cc1OC,i,i
CCOCCNC(=O)c1ccccc1C(=O)NCCOCC,i,i
COC(=O)c1cccc(NC(=O)/C=C/c2ccc3c(c2)OCO3)c1,i,i
COc1ccc(OC)c(NC(=O)C2CC(/C=C/c3ccccc3)=NO2)c1 (stereo not given),i,i
CCCc1ccc2oc(C(=O)N3CCC[C@H]3CO)c(C)c2c1,i,i
CCN1/C(=C\C(=S)Nc2ccccc2)Sc2ccccc21,i,i
CC(=O)N(/N=C/c1ccc(C)cc1)c1nc(CCl)cs1,i,i
CCOC(=O)c1sc(NC(=O)CN2C(=O)NC3(CC(C)CC(C)(C)C3)C2=O)cc1C (stereo not given),i,i
CCCN1CCC(=O)N([C@H](COc2ccccc2)CC(C)C)CC1,i,i
C=CCn1c(SC/C=C/c2ccccc2)nnc1-c1sc(N)nc1C,i,i
Cc1ccccc1OC/C(O)=C(\C#N)c1nc2ccccc2[nH]1,i,i
CCCCN(CC)CCNC(=O)C1CCCN(S(=O)(=O)c2cccc3nsnc23)C1 (stereo not given),i,i
CC1CCC(NC(=O)c2cccc(S(=O)(=O)N3CCN(c4ccccc4)CC3)c2)CC1 (stereo not given),i,i

Grouped by structure, those above with a halogen.
SMILES,CHT allo act,CHT block
COc1ccc(-c2noc(CN3CCN(c4ccccc4F)CC3)n2)cc1OC,i,i
CC(=O)N(/N=C/c1ccc(C)cc1)c1nc(CCl)cs1,i,i

(continued)
SMILES,CHT allo act,CHT block
COc1ccc2c(=O)c3c(=O)n(-c4ccc(C)cc4)c(-c4ccccc4)nc3oc2c1,i,i
O=C(O)c1ccc2c(c1)S(=O)(=O)c1ccccc1C2=O,i,i
COCCn1c(-c2ccsc2)nc2c1c(=O)[nH]c(=O)n2CC(C)C,i,i
O=C(NCc1cccc(Cl)c1)C1CCCN(c2ncnc3c2nc2n3CCCCC2)C1 (stereo not given),i,i
Cc1ccc(C(O)c2ccncc2)cc1 (stereo not given),i,i
CCc1ccc(N2CC(C(=O)Nc3cccnc3)CC2=O)cc1 (stereo not given),i,i
Cc1oc(/C=N/NC(=O)CN(c2ccccc2Cl)S(C)(=O)=O)cc1Br,i,i
O=C1C(Cl)=C(NCCc2ccccc2)C(=O)N1CCc1ccccc1,i,i
CC(C(=O)Nc1ncn[nH]1)N1C(=O)c2ccccc2C1=O (stereo not given),i,i
Cc1cccc(Nc2cc(=O)n(C)c(=O)[nH]2)c1,i,i
O=C(Cc1ccccc1)Nn1c(O)c(/C=C2\C=Nc3ccccc32)sc1=S,i,i
CCOc1ccc(-c2nn(-c3ccccc3)cc2/C=C2\SC(=S)N(C3CCS(=O)(=O)C3)C2=O)cc1 (stereo not given),i,i
CC(=O)c1cccc(NC(=O)C2CCCC2)c1,i,i
CN1CCN(NC(=S)Nc2ccccc2)CC1,i,i
Cc1ccc(NC(=O)C2CC(=O)OC23CCOC(C)(C)C3)cc1 (stereo not given),i,i
COCCN(C(=O)COC(=O)C1COc2ccccc2O1)c1c(N)n(Cc2ccccc2)c(=O)[nH]c1=O (stereo not given),i,i
CCOc1ccccc1Nc1cc(C)nc2nc(C)nn12,i,i
Cc1ccc2oc(C(=O)N3CCN(C)C[C@@H]3C(C)C)c(C)c2c1,i,i
Fc1ccc(Nc2nc(N3CCOCC3)nc(N3CCOCC3)n2)cc1Cl,i,i
COCc1[nH][nH]c(=O)c1C=Nc1ccc(OC(F)(F)F)cc1,i,i
CNC(=O)CSc1ncnc2c1cnn2-c1ccccc1,i,i
Cc1c2ccccc2nc2c(F)c(NC(C)C)c(F)c(F)c12,i,i
O=C(CSc1nnc(Cc2cccs2)n1Cc1ccco1)Nc1ccc(Cl)cc1Cl,i,i
Nc1nc2ccc(N3CCOCC3)cc2s1,i,i
COC(=O)Cn1nc(-c2ccccc2)c2ccccc2c1=O,i,i
COc1ccc(NC(=O)c2cccnc2Nc2ccc(OC)cc2)cc1,i,i
COc1ccc(NC(=O)Nc2ccc(OCc3ccccc3)cc2)cn1,i,i
CC(N=C1NS(=O)(=O)c2ccccc21)C(=O)NCc1ccc2c(c1)OCO2 (stereo not given),i,i
CC1CCCN(C(=O)CN2C(=O)C(C)Oc3ccccc32)C1 (stereo not given),i,i
NC(=O)Cc1nc(-c2ccccc2)cs1,i,i

A second format for part of the listing above.
Cc1ccc2oc(C(=O)N3CCN(C)C[C@@H]3C(C)C)c(C)c2c1
  CHT allo act = i
  CHT block = i
Nc1nc2ccc(N3CCOCC3)cc2s1
  CHT allo act = i
  CHT block = i
CC1CCCN(C(=O)CN2C(=O)C(C)Oc3ccccc32)C1 (stereo not given)
  CHT allo act = i
  CHT block = i
COCCN(C(=O)COC(=O)C1COc2ccccc2O1)c1c(N)n(Cc2ccccc2)c(=O)[nH]c1=O (stereo not given)
  CHT allo act = i
  CHT block = i

Continuation:
SMILES,CHT allo act,CHT block
Cc1cc(C#N)c(C)n1-c1cc(S(=O)(=O)N2CCOCC2)ccc1N1CCCC1,i,i
COc1ccc(OC)c(-c2cc(C(=O)NCc3ccco3)no2)c1,i,i
CC(C)C1Nc2ccc(C(=O)NCCCN3CCOCC3)cc2NC1=O (stereo not given),i,i
O=C(Cn1c(=O)oc2cc(S(=O)(=O)NCc3ccccc3)ccc21)NCc1ccco1,i,i
Cn1c(=O)cc(OCCCC(=O)N2CCN(Cc3ccc4c(c3)OCO4)CC2)c2ccccc21,i,i
COc1ccc(S(=O)(=O)CCC(=O)Nc2ccc(OC)cc2OC)cc1,i,i
CCOCCCNC(=O)c1cc2cc3cc(OC)ccc3nc2o1,i,i
Cc1ccc2c(c1)C=CC(C)(C)S2=O (stereo not given),i,i
CSc1ccccc1OCc1cc(C(=O)NC2CCOC(C)(C)C2)no1 (stereo not given),i,i
Cc1c(-c2ccc(F)cc2)nc(N)c(C#N)c1-c1ccco1,i,i
COc1ccc(NC(=S)N(CCO)Cc2cc3c(C)cc(C)cc3[nH]c2=O)cc1,i,i
CCC(C)NC(=O)C1CCCN(S(=O)(=O)c2ccc3c(c2)CC(C)N3C(=O)C2CC2)C1 (stereo not given),i,i
OCCNc1nc(-c2cccnc2)nc2ccccc12,i,i
CCOc1c(Nc2ccccc2O)c(=O)c1=O,i,i
Cc1noc(C)c1C(=O)Nc1ccccc1C(=O)NCCc1ccccc1,i,i
C=C(Cl)COc1ccc2c(CCC)cc(=O)oc2c1,i,i
Cc1cc(C(=O)NC(C)Cc2ccccc2)cc(C)c1[N+](=O)[O-] (stereo not given),i,i
COc1ccc(-c2ccc(OC)c([C@H]3[C@H]4C=CC[C@@H](C)[C@@H]4C(=O)N3Cc3ccccc3)c2)cc1C,i,i
O=C(CSc1nnc(Cc2ccsc2)o1)c1ccccc1,i,-5.2*
N=C(N)c1ccc(/C=C/c2ccc(C(=N)N)cc2O)cc1,i,i
CC1CCN(S(=O)(=O)c2ccc(S(=O)(=O)NCC(=O)C(C)(C)C)cc2)CC1,i,i
COc1ccc(CCNC(=O)CSc2ccc3ccccc3c2)cc1OC,i,i
O=C(NNc1ccccc1C(F)(F)F)c1sccc1Br,i,i
C=Cc1ccc(Cn2nc(-c3ccc(C)cc3)ccc2=O)cc1,i,i
CCn1c(SCC(=O)N2CCc3ccccc32)nc2c(c1=O)SC(C)C2 (stereo not given),i,i
OC(COCC(F)(F)C(F)(F)C(F)(F)C(F)F)Cn1c2ccccc2c2ccccc21 (stereo not given),i,i
O=C(CSc1nnc(-c2ccncc2)n1-c1ccc(F)cc1)NNC(=O)c1cccc(O)c1,i,i
CC1CC(C)(C)CC2(C1)NC(=O)N(CC(=O)NCC(c1ccco1)N1CCCCC1)C2=O (stereo not given),i,i
CC(C)c1ccc(Nc2nc(NCc3ccco3)nc(N3CCOCC3)n2)cc1,i,i
Nc1nnnn1/N=C/c1cc(Br)ccc1O,i,i
O=C(CSc1nc2ccccc2s1)N1CCN(C(=O)c2ccco2)CC1,i,i
CCOC(=O)CC1COCCN1C(=O)c1cc(COc2ccc(F)c(F)c2)on1 (stereo not given),i,i
COc1ccc(CCNC(=O)c2nnn(CC(=O)Nc3cccc(F)c3)c2N)cc1OC,i,i
O=C(/C=C/c1ccc2c(c1)OCCO2)c1ccc(O)cc1,i,i
COc1ccc(NS(=O)(=O)c2cc(NC(=O)c3ccc(F)cc3)ccc2OC)cc1,i,i
Cc1ccc(S(=O)(=O)CNC(=S)c2cccc(Cl)c2)cc1,i,i
O=C(Nc1cccc(F)c1)NC1(C(=O)NCC2CCCO2)CCCCC1 (stereo not given),i,i
CCC(=O)Nc1c(C(=O)Nc2cccc(OC)c2)oc2ccccc12,i,i
CCN(CC)S(=O)(=O)c1cc(C(=O)OCC(=O)Nc2cccc(C)c2C)ccc1F,i,i
O=c1c2ccccc2nc2n1C(CSCc1ccccc1)CS2 (stereo not given),i,i
O=C(Nc1cccc(S(=O)(=O)NC2=NCCCCC2)c1)c1cc(-c2ccncc2)nc2ccccc12,i,i
COc1ccccc1NC(=O)CN1CCN(c2ccccc2)CC1,i,i
COc1ccc(/C=N/NS(=O)(=O)c2ccccc2)cc1OC(=O)c1ccc(C)cc1,i,i
O=c1c2cc(NC(=S)NCCCN3CCC(Cc4ccccc4)CC3)ccc2nc2n1CCCCC2,i,i
COc1ccc(OCC(=O)Nc2cc(NC(=O)COc3ccc(OC)cc3)cc(C(=O)O)c2)cc1,i,i
COc1ccc(/C=N/Nc2ncc(C(F)(F)F)cc2Cl)cc1OC,i,i
O=C(CC1Sc2ccccc2NC1=O)c1ccc(Br)cc1 (stereo not given),i,i
CCC1=NN(C(=O)c2ccc(Cl)cc2)C(O)(c2ccccc2)C1 (stereo not given),i,i
O=C(NNC(=O)C1CCN(S(=O)(=O)c2cccc(Cl)c2)CC1)C1CC1,i,i
COc1ccc(OC)c(/C=N/c2oc(-c3ccco3)c(-c3ccco3)c2C#N)c1,i,i
Cn1c(=O)c2ccccc2n(CC(=O)Nc2ccc3c(c2)OCCO3)c1=O,i,i
CCOC(=O)N1CCc2c(sc(NC(=O)CN3CCN(C)CC3)c2C(=O)Nc2ccccc2)C1,i,i
CCOC(=O)c1ccccc1NC(=O)COC(=O)C1CC(=O)N(CCc2ccccc2)C1 (stereo not given),i,i
CCN(CC)S(=O)(=O)c1cccc(NC(=O)COC(=O)/C=C/c2ccco2)c1,i,i
CN(N)c1nc(C(F)(F)F)nc2ccccc12,i,i
O=C(NCc1ccccc1)c1csc2c1CCCCC2,i,i
COc1cc(CNCCc2ccccc2)cc(Cl)c1OCc1ccccc1,i,i
Cc1nc2ccccc2n1CC(=O)N/N=C\c1ccccn1,i,i
Cc1ccc(NC(=O)c2cc([N+](=O)[O-])ccc2N2CCOCC2)cc1C,i,i
O=C(COC(=O)c1ccc(S(=O)(=O)C(F)F)cc1)NC(=O)NC1CCCCC1,i,i

(list continues)
SMILES,CHT allo act,CHT block
CCn1c(CCNC(=O)c2ccc(Cl)cc2)n[nH]c1=S,i,i
O=C(NCc1cccs1)c1cccnc1C(=O)O,i,i
Cc1ccccc1CN1C[C@@H]2C[C@@H](c3cn[nH]c3-c3ccc(F)cc3)N3CCC[C@@]23C1=O,i,i
N#CCc1ccc(C(=O)c2ccccc2F)s1,i,i
CC1CC(C)CN(C(=O)CSc2nc(Cc3cccs3)nc3ccccc23)C1 (stereo not given),i,i
COc1ccc(Br)cc1C(=O)Nc1ccc(N2CCN(S(C)(=O)=O)CC2)cc1,i,i
CCSC1=C(C#N)C(c2ccc(OC)c(OC)c2)CC(=O)N1 (stereo not given),i,i
NC(=O)CSc1nnc(NC(=O)c2cccc(S(=O)(=O)N3CCCCC3)c2)s1,i,i
COc1ccc(C(=O)N/N=C/c2cc3ccccc3[nH]c2=S)cc1,i,i
COc1cc(/C=C/C(=O)OCC(=O)NCc2ccco2)ccc1O,i,i
O=C(Nc1ccc(F)cc1F)c1ccc(-n2cncn2)nc1,i,i
CCOC(=O)c1ccccc1NC(=O)Cc1c(C(=O)O)n(C)c2ccccc12,i,i
c1ccc2sc(NCC3CCCO3)nc2c1 (stereo not given),i,i
CCOc1ccc(S(=O)(=O)N2CCC(C(=O)N3CCCC3)CC2)cc1C,i,i
COCCSc1nnc(NC(=O)C2CC(=O)N(c3ccccc3)C2)s1 (stereo not given),i,i
CN(CC(=O)Nc1ccccc1Cl)C(=O)COC(=O)c1cnccn1,i,i
CC(=O)c1cccc(NC(=O)CSc2nnc(C(C)N(C)C)n2-c2ccc(F)cc2)c1 (stereo not given),i,i
CCCOc1c(OC)cccc1C1CC(=O)Nc2cc(OC)c(OC)c(OC)c21 (stereo not given),i,i
COCCOC(=O)C1=C(C)NC2=C(C(=O)CCC2)C1c1cc2c(cc1Br)OCO2 (stereo not given),i,i
N#Cc1ccccc1NC(=O)COc1ccc2c(c1)OCO2,i,i
Cc1nc(CSc2ccc(Br)cc2)cs1,i,i
CCc1ccc(NC(=O)/C(C#N)=C\c2ccc(OC)c(C(=O)O)c2)cc1,i,i
CSc1ccccc1NC(=O)CNCCCN1CCOCC1,i,i
COC(=O)c1c(-c2c(Cl)cccc2Cl)noc1NC(=O)N(C)C,i,i
